# Screening results deposited in PubChem BioAssay by several laboratories.
# TbMetRS inhib – blocks T. brucei methionyl-tRNA synthetase activity; purified T. brucei MetRS, ATP depletion, Kinase-Glo luminescence; inhibition, % at 11.9 µM; hit rate 0.4% among 360,000;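 active means inhibition above a per-plate cutoff of the control wells' mean inhibition plus 3 SD, cut at about 5.5% in these data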;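 further: 0% = DMSO wells median and 100% = median of wells with control inhibitor compound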
#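 Test system: purified T. brucei MetRS enzyme. Also added: ATP, methionine and E. coli bulk tRNA substrates. Compound: 11.9 µM single point. Schedule: 15 min enzyme-compound preincubation, 2 h reaction, 10 min detection, 25 °C. Signal: luciferase luminescence of residual ATP, Kinase-Glo. Evaluation: percent inhibition versus plate control medians. Controls: DMSO wells, low control.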
# SUMO1-SIM PPI – alters human SUMO1 binding to SIM partners; AID 602429; inhibition, % at 20 µM; P63165; SUMO1 binding to a labelled peptide, TR-FRET, 1 h; hit rate 0.33% among 360,000; in the data active means inhibition above about 37%
# Target sequence (P63165 whole entry, looked up): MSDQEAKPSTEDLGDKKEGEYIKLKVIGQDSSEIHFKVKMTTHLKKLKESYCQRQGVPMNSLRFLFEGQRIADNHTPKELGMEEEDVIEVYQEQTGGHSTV
# NadD inh – NadD (S. aureus) enzyme inhibition; hit rate 0.78% among 360,000; AID 602399; inhibition, % at 20 µM; purified NadD enzyme, colorimetric absorbance read-out; in the data active means inhibition above about 26%; further: some compounds past the cut are filed as inactive
# Neddyl block – cullin neddylation inhibition. P61081+Q13564. TR-FRET cullin neddylation, biochemical. calls only at 25 µM. hit rate 0.58% among 360,000. AID 651699; in the data active means inhibition above about 36%
# DNMT1 block – inhibitors of human DNMT1; inhibition (reported as % activation of signal), % at 10 µM; DNMT1 molecular beacon, Hinp1I cleavage, fluorescence; hit rate 0.83% among 360,000; in the data active means inhibition above about 50%
# STEP block – blocks human striatal-enriched tyrosine phosphatase; hit rate 0.25% among 360,000; P54829; recombinant STEP, OMFP fluorogenic substrate, fluorescence; inhibition, % at 20 µM;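 active means inhibition at 20 µM, scaled per plate between control wells, above about 37%, limit read from the data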;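 further: 0% = DMSO with enzyme and substrate and 100% = substrate only without enzyme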
# Target sequence (P54829 whole entry, looked up): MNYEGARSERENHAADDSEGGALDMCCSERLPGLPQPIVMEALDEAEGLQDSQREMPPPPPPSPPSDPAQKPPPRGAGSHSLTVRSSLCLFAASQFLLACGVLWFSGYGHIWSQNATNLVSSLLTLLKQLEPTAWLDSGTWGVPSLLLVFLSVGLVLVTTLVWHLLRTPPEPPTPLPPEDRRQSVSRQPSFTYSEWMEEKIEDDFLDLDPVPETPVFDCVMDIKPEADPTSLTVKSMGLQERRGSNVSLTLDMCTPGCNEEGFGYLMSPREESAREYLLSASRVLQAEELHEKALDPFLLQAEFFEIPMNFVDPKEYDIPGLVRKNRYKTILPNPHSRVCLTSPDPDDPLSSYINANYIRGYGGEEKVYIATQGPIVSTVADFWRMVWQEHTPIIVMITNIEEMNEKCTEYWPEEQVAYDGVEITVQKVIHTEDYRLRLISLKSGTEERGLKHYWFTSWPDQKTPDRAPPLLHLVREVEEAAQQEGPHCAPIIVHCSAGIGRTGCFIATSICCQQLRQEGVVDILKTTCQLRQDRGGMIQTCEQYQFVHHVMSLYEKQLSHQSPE
#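 Measure: Control-normalized % inhibition with plate pattern correction | Test system: STEP phosphatase, cell-free reaction | Medium: pH 6.0 Bis-Tris with DTT and Tween 20 | Technique: Fluorescence, 480/540 nm | Times: Reaction 20 min, ambient temperature | Doses: Single compound dose of 20 µM, 1% DMSO final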
# LMPTP block – blocks human LMPTP phosphatase; P24666; recombinant LMPTP-A, OMFP fluorogenic substrate, fluorescence intensity; inhibition, % at 20 µM; hit rate 0.22% among 360,000;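 active means compounds that cut the enzyme signal by at least half of the control window in the single-dose screen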;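 further: plate controls were DMSO wells with enzyme plus substrate for no effect and substrate without enzyme for full effect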
# Target sequence (P24666 whole entry, looked up): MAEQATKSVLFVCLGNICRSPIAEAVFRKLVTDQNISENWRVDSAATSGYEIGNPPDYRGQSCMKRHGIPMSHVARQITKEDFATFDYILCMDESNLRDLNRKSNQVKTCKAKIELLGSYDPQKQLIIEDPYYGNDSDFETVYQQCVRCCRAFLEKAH
#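 Test system – LMPTP-A phosphatase enzyme · Quantity – 0.625 nM LMPTP-A final · Reagent – OMFP substrate, 400 µM final · Dosing – one test concentration per compound, 20 µM, with 3% DMSO overall · Timing – 50 min enzyme reaction at room temperature, protected from light · Detection – fluorescence intensity · Controls – substrate-only low control, DMSO enzyme-plus-substrate high control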
# Scp-1 inhibitor – Scp-1 (human) phosphatase inhibition; hit rate 0.88% among 340,000; Recombinant Scp1, phosphopeptide, malachite green phosphate absorbance; inhibition, % at 20 µM; Q9GZU7;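 active means inhibition above about 50% at 20 µM, limit read from the data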;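 further: plate controls were DMSO wells with enzyme for no effect and wells lacking enzyme for full effect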
# Target sequence (Q9GZU7 76-261 limits assumed): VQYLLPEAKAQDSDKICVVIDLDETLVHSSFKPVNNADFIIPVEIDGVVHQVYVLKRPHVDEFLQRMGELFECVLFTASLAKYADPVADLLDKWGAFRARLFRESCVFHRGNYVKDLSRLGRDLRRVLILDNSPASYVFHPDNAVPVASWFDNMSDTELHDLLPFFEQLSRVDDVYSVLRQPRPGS
#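 Times: enzyme reaction 45 min at room temperature, colour 5 min, stabilisation 30 min. Material: SCP-1 catalytic fragment, aa 76-261. Medium: Acidic Tris acetate buffer with magnesium and detergent. Signal: colorimetric free-phosphate detection, absorbance 630 nm. Read-out basis: % inhibition of SCP-1 phosphate liberation. Reagent: Phosphorylated 17-residue peptide substrate.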
# SKN-1 block – C. elegans SKN-1 inhibition | C. elegans VP596 Pgst-4::GFP/RFP ratio, acrylamide-induced, 24 h | AID 624304 | inhibition, % at 21.8 µM | hit rate 0.49% among 360,000;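 active means interference check ratio from 0.5 to 1.5 plus GFP to RFP signal ratio inhibition reaching or exceeding a fixed threshold, cut at about 30% in these data, passing the limit was not always enough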; further: some compounds called inactive have numbers as strong as hits
# CendR NRP1 mod – NRP-1/CendR interaction modulation; hit rate 0.85% among 360,000; inhibition, % at 25 µM; FAM-RPARPAR peptide binding to NRP-1, fluorescence polarization;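 active means inhibition or corrected inhibition above about 18%, plus a signal ratio from 0.5 to 1.5, limit read from the data, passing the limit was not always enough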; further: strong numbers were not always called active
# Numbers without * were called inactive; i = inactive; / = no result given.
SMILES,TbMetRS inhib,SUMO1-SIM PPI,NadD inh,Neddyl block,DNMT1 block,STEP block,LMPTP block,Scp-1 inhibitor,SKN-1 block,CendR NRP1 mod
COC(=O)[C@@]12CCCCN1[C@H](c1ccc(-c3ccccc3)cc1)[C@@H]1C(=O)N(C)C(=O)[C@@H]12,-0.3,2,0,i,0,-2,0.7,4,11,-5
Cc1ccc(C(=O)NCCNC(=O)c2ccco2)cn1,-0.4,1,0,i,1,-2,-1.5,-4,10,4
Brc1ccc(-c2csc(N3CCc4ccccc4C3)n2)cc1,-0.3,-1,20,i,10,4,0.5,9,-7,12
O=C(c1ccccc1)c1coc(-c2ccccc2)c1,-0.4,2,-3,i,4,-2,2.0,-16,-19,3
COc1ccccc1N1CCN(C(=O)c2cc(N3C(=O)C4C5CCC(C5)C4C3=O)ccc2Cl)CC1 (stereo not drawn),-0.7,1,2,i,-4,0,-1.2,-4,10,-17
CCn1c(-c2ccc(C)cc2)nn(CC(=O)NCCc2ccccc2)c1=S,-0.1,5,1,i,-5,-4,-2.5,-2,17,1
COc1ccc(CN2CCN(C(=O)c3ccc(CNS(=O)(=O)c4ccc(C)cc4)cc3)CC2)c(OC)c1OC,-0.6,1,-2,i,-2,0,0.3,-7,2,2
O=C(NCC1CCCN1S(=O)(=O)c1ccccc1)C(=O)NC1CC1 (stereo not drawn),-0.3,4,-5,i,-1,-2,-1.2,-8,-12,3
COc1ccccc1CNS(=O)(=O)c1ccc(-c2cnc(C3CC3)o2)cc1,0.1,-9,2,i,-4,3,0.5,5,16,-1
Cc1cc(C(=O)NC2CC(C)(C)Cc3c2cnn3-c2ccccc2)n[nH]1 (stereo not drawn),-0.5,9,-5,i,4,-1,1.2,-8,3,-4
COc1cccc(C2CC(c3cccs3)=NN2C(=O)CSc2nc3c(cnn3-c3ccc(F)cc3)c(=O)[nH]2)c1OC (stereo not drawn),-0.5,27,39*,/,-11,0,1.5,-9,10,-10
COc1ccc(/C=C2\SC(=S)N(CC(=O)Nc3nnc(C)s3)C2=O)cc1,-0.3,-1,5,i,1,8,0.3,-11,-9,-1
COc1cc(/C(O)=C(\C#N)c2nc3ccccc3[nH]2)cc(OC)c1OC,0.6,3,5,/,-9,-2,0.6,-8,11,-35
COc1ccc(-n2c(-c3ccc(F)cc3)cnc2SCC(=O)NCc2ccco2)cc1,-1.1,-1,0,i,-6,-1,1.1,0,-4,6
COC(=O)c1c(NC(=S)Nc2ccc(C(=O)N3CCOCC3)cc2)sc2c1CCC2,-1.1,-3,3,i,7,-2,-0.7,1,0,-5
COc1ccc(CNC(=O)C2CCCN2C(=O)Nc2cccc(Cl)c2)cc1 (stereo not drawn),-0.1,2,-4,i,0,-3,-1.0,/,11,-1
CC(=O)c1ccc(OCCN2CCOCC2)cc1,-0.3,0,2,i,-1,-3,-1.3,-6,6,-7
O=C(OCc1nc2ccccc2[n+]([O-])c1C(=O)c1ccccc1)c1ccco1,-0.9,-29,-9,i,2,-1,1.4,-9,-1,-3
CN(C)C(=O)CCc1ccc2c3c([nH]c2c1)[C@]1(CCc2ccccc2)[C@@H](C(=O)N2CCCCC2)C[C@H](CC(=O)NC(C)(C)C)C(=O)N1CC3,-0.7,3,9,i,-2,2,-0.5,12,8,-8
C(=N\Nc1nc(-c2ccccc2)cs1)/c1cccnc1,-0.9,-21,-1,i,-20,2,3.0,-6,12,-15
CCOc1ccc(NC(=O)c2ccccc2OC)cc1,-1.9,5,0,i,1,1,0.4,-9,-4,-1
Cc1ccc(NC(=O)C2CCN(S(=O)(=O)c3c(C)n[nH]c3C)CC2)nc1,-1.4,1,-2,i,-3,-7,-3.4,-12,-9,11
CCCOC(=O)Nc1cc(OC)ccc1[N+](=O)[O-],-0.7,-16,-1,i,2,-3,1.5,-3,6,-1
CN(Cc1ccc(F)cc1)C(=O)c1ccc2c(c1)NC(=O)CS2,-0.4,-1,2,i,2,-2,0.0,-1,6,-6
O=C(CSc1ccccn1)N1CCOCC1,0.0,0,2,i,1,-2,-0.8,-7,2,11
CC(C)[C@H](NS(=O)(=O)c1ccccc1)C(=O)OCC(=O)NC(=O)NC1CCCCC1,0.1,2,-2,i,-1,1,-1.2,-7,14,2
COc1ccccc1Oc1ccc(-c2cnc3ccccc3n2)cc1[N+](=O)[O-],-0.7,-15,-12,i,-8,1,1.9,-14,-2,-6
O=C1NC(=O)N(Cc2ccccc2F)C1=O,-0.5,-3,-3,i,-1,-2,-0.9,2,7,-7
CC(C)(C)OC(=O)N1CCC[C@H]1C(=O)OCC(=O)Nc1cc(S(C)(=O)=O)ccc1Cl,-0.3,2,-3,i,3,3,-0.3,-5,4,1
CC1CC(C(F)(F)F)n2ncnc2N1 (stereo not drawn),0.1,0,7,i,-1,9,-0.3,1,-6,0
COc1ccc(Cl)cc1NC(=O)c1noc(C)c1[N+](=O)[O-],0.3,-15,-2,i,0,-1,-1.5,-13,-4,-6
Cc1cc(N2CCOCC2)n2nc(C)c(-c3ccccc3)c2n1,-2.1,-2,0,i,-1,-2,0.2,-6,4,7
O=C(CSc1ccc(-c2ccccn2)nn1)N1CCCc2ccccc21,-0.6,4,-7,i,0,3,0.3,-4,-9,-8
Cc1ccc(S(=O)(=O)NNC(=O)c2cccnc2)cc1,-0.5,2,2,i,0,3,-3.5,-1,6,-2
Cc1ccsc1C1Nc2ccc3ncccc3c2C2=C1C(=O)CCC2 (stereo not drawn),0.8,-1,0,i,-4,1,1.2,-4,-12,-10
O=C(COC(=O)CSc1ccc(F)cc1)NCCCc1ccccc1,-0.2,7,-3,i,-13,3,1.2,-7,13,-5
Cc1ccc(NCc2nnc(SCC(=O)N3CCCc4ccccc43)o2)c(C)c1,-0.5,2,0,i,-1,4,0.0,-4,9,-2
O=c1[nH]c2cc3c(cc2cc1CN(CC1CCCO1)S(=O)(=O)c1ccccc1)OCCO3 (stereo not drawn),-0.3,9,-3,i,0,0,0.0,0,3,3
C=CCn1c(SCC(=O)Nc2ccc(N3CCOCC3)cc2)nnc1-c1ccncc1,0.1,-1,-1,i,-1,1,-0.5,-5,7,8
O=C(NCC(=O)N1CCCC1)c1ccc(Cl)cc1,-1.4,5,-1,i,1,0,-2.3,3,-6,-2

# 3 compounds picked at random from those above, as already listed:
SMILES,TbMetRS inhib,SUMO1-SIM PPI,NadD inh,Neddyl block,DNMT1 block,STEP block,LMPTP block,Scp-1 inhibitor,SKN-1 block,CendR NRP1 mod
Cc1cc(N2CCOCC2)n2nc(C)c(-c3ccccc3)c2n1,-2.1,-2,0,i,-1,-2,0.2,-6,4,7
Cc1ccc(NCc2nnc(SCC(=O)N3CCCc4ccccc43)o2)c(C)c1,-0.5,2,0,i,-1,4,0.0,-4,9,-2
O=C(CSc1ccc(-c2ccccn2)nn1)N1CCCc2ccccc21,-0.6,4,-7,i,0,3,0.3,-4,-9,-8

# Complete entries, quoted from the list. Order of screens: TbMetRS inhib	SUMO1-SIM PPI	NadD inh	Neddyl block	DNMT1 block	STEP block	LMPTP block	Scp-1 inhibitor	SKN-1 block	CendR NRP1 mod
# `O=c1[nH]c2cc3c(cc2cc1CN(CC1CCCO1)S(=O)(=O)c1ccccc1)OCCO3` (stereo not drawn) reads -0.3	9	-3	i	0	0	0.0	0	3	3
# `O=C(c1ccccc1)c1coc(-c2ccccc2)c1` reads -0.4	2	-3	i	4	-2	2.0	-16	-19	3
# `COc1ccc(-n2c(-c3ccc(F)cc3)cnc2SCC(=O)NCc2ccco2)cc1` reads -1.1	-1	0	i	-6	-1	1.1	0	-4	6

# Continuation.
SMILES,TbMetRS inhib,SUMO1-SIM PPI,NadD inh,Neddyl block,DNMT1 block,STEP block,LMPTP block,Scp-1 inhibitor,SKN-1 block,CendR NRP1 mod
CCOC(=O)C1C(=O)NC(N2CCCCC2)=NC1c1ccccc1 (stereo not drawn),0.1,-5,3,i,2,-4,-0.8,-2,-7,-10
Cc1c(NC(=O)CN2C(=O)C(=O)c3ccccc32)c(=O)n(-c2ccccc2)n1C,-0.9,-10,-4,i,-2,4,-1.1,1,-5,5
COC(=O)CSc1nc(NCC(C)C)nc(N2CCOCC2)n1,-1.5,0,2,i,-1,-3,0.1,3,3,10
Cc1ccc(-c2csc(N(CCCN3CCOCC3)C(=O)c3ccco3)n2)cc1,-0.2,1,2,i,-12,-4,-0.8,1,3,16
O=C(CCC(=O)OCC(=O)c1cccc([N+](=O)[O-])c1)Nc1cccc(Cl)c1Cl,-0.2,-15,-5,i,1,0,-1.3,-2,33,-10
CC(=O)Nc1cccc(-c2cn3ccccc3n2)c1,-1.6,1,-2,i,1,2,2.3,-3,4,7
COc1ccc(OC)c(NC(=O)Nc2nc(C(N)CCc3ccccc3)cs2)c1 (stereo not drawn),0.2,-23,14,i,-7,2,1.8,/,18,-1
CC(=O)N1CCN(CC(C)(C)NS(=O)(=O)c2ccc(C)cc2)CC1,-0.6,-2,-1,i,4,1,0.1,0,-10,-4
CCOc1ccc(NCc2cccn2-c2nnc(N3CCC(C(=O)NCCCN4CCCCC4C)CC3)s2)cc1 (stereo not drawn),-0.5,-26,-5,i,-4,1,0.9,-9,-9,14
CCOc1ccccc1N(CC(=O)NC1CCCCC1)C(=O)CCC(=O)Nc1nccs1,0.6,4,-2,i,-2,0,-1.5,-5,23,2
COC(=O)c1ccc(NC(=O)CN2CCOCC2)cc1,-1.1,-1,-6,i,2,1,1.6,-6,-16,-6
Cc1cc(C)n(C(=O)CCCC(=O)n2nc(C)cc2C)n1,-0.4,-1,0,i,-1,-3,-1.2,-2,-3,10
O=S(=O)(c1ccc(Cl)cc1)N1CCN(c2ncccn2)CC1,-0.8,2,-2,i,15,-1,0.3,0,-3,6
CCNC(=O)C1CCCN(Cc2cc(C(F)(F)F)ccc2Cl)CC1 (stereo not drawn),0.1,-5,-6,i,-4,-1,-1.4,/,-2,7
